JMJD2C inh: inhibitors of human GASC-1 (JMJD2C) demethylase. Q9H3R0. GST-JMJD2C(1-420) H3K9me3 demethylation, DELFIA europium. inhibition, % at 2.35 µM. 330,000 tested, 0.069% active;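 active means more than half of a compound's replicate wells show inhibition beyond 50%, single wells judged on their own value; inconclusive means some, but no more than half, of replicates pass 50% inhibition; inactive means no replicate passes 50% inhibition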;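 further: signal counts dimethyl H3K9 product captured on neutravidin plate; 0% = median of DMSO wells and 100% = 0.3 times that DMSO median; strong numbers were not always called active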
Target sequence (Q9H3R0 1-420 limits assumed): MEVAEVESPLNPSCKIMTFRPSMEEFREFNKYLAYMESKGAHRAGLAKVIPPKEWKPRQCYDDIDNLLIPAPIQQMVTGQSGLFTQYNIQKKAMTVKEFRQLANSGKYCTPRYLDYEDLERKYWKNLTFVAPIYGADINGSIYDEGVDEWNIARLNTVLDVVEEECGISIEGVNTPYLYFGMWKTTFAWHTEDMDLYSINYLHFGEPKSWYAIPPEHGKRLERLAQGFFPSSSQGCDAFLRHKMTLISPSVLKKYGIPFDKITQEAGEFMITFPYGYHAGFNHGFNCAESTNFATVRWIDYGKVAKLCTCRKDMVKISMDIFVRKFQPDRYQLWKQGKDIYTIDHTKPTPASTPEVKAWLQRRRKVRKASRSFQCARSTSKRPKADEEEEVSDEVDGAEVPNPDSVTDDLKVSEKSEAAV
CR mimetic SO: yeast age-related superoxide inhibition as caloric restriction mimetic. S. cerevisiae aged cells, superoxide DHE fluorescence; active compounds read low. superoxide response (% of plate mean), % at 10 µM. 330,000 tested, 0.18% active;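 active means superoxide response under a set limit, about three screen SD below normal, cut at about 65% in these data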;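 further: yeast aged for seven days with compound at 30 °C before DHE staining; 100% = average MFI of all compound-treated wells on the plate with controls excluded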
RPL19A-GFP yeast: modulators of TOR pathway RPL19A-GFP in S. cerevisiae; 330,000 tested, 0.3% active; S. cerevisiae RPL19A-GFP strain, flow cytometry, 3 h; active compounds read low; percent response vs DMSO, % at 10 µM; AID 2025;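 active means percent response vs DMSO below 50%; inconclusive means fewer than 70 events counted for the yeast strain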;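 further: median channel GFP fluorescence of the barcoded RPL19A-GFP strain; ratio of sample median GFP to plate DMSO average so 100% = DMSO; lower means less RPL19A-GFP as with rapamycin TOR inhibition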
proCasp3 act: procaspase-3 (human) activation; P42574; activation, % at 8.5 µM; recombinant procaspase-3 D3A, Ac-DEVD-pNA absorbance 405 nm; 330,000 tested, 0.11% active;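 active means activation above the mean of all tested compounds plus 3 SD, cut at about 21% in these data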;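 further: 0% = DMSO alone and 100% = DMSO wells spiked with extra 5 µM PC-3 D3A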
Target sequence (P42574 whole entry D9A/D28A/D175A): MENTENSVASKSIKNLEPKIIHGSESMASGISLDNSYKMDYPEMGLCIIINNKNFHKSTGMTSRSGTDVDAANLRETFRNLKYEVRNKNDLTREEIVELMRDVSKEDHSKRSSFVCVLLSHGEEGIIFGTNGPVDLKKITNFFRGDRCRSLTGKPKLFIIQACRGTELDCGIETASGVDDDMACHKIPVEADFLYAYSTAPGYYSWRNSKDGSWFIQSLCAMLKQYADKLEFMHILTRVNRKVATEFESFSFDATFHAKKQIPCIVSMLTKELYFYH
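Assay system: Procaspase-3 D3A mutant, all three cleavage aspartates alanine. Buffer or medium: Zinc-free HEPES saline buffer with Triton X-100. Times: 1 h compound preincubation, 2 h substrate hydrolysis at 25 °C. Measured by: 405 nm absorbance of p-nitroaniline, reads at 0 and 120 min. Read-out basis: percent activation relative to control range. Replicates: singlicate.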
AHR activator: activators of human aryl hydrocarbon receptor | AHR-responsive luciferase reporter cells, luminescence | activation, % at 5 µM | 320,000 tested, 2.5% active; in the data active means activation above about 47%;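 further: 0% = vehicle wells and 100% = reference agonist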
LAP4 TOR yeast: alters LAP4-GFP fluorescence in TOR pathway yeast screen; S. cerevisiae LAP4-GFP multiplex, flow cytometry GFP, 3 h; median GFP as percent of DMSO wells; GFP response vs DMSO, % at 10 µM; 320,000 tested, 0.34% active;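 active means GFP response vs DMSO above a set limit, about the screen mean plus 3 SD, cut at about 150% in these data; inconclusive means under 70 cell events counted for the yeast strain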
proCasp7 act: activates human procaspase-7, counter-screen for procaspase-3 activators; P55210; recombinant procaspase-7, Ac-DEVD-pNA absorbance 405 nm; D23A/D198A/D206A triple mutant, cannot self-cleave; scale: DMSO 0, 5 µM enzyme 100; activation, % at 8.5 µM; 330,000 tested, 0.093% active; AID 463210;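 active means percent activation above the screen-wide mean plus 3 SD, cut at about 25% in these data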
Target sequence (P55210 whole entry D23A/D198A/D206A): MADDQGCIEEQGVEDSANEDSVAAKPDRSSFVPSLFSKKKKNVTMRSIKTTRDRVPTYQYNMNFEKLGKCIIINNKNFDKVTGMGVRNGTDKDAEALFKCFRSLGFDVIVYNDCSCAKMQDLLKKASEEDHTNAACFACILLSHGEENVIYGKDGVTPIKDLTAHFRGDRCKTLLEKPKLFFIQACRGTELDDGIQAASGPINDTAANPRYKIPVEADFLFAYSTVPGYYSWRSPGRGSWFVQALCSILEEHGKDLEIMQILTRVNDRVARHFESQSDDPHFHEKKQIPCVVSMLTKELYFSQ
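signal = Epi-absorbance of released pNA at 405 nm, two timepoints | assay system = Uncleavable procaspase-7 mutant enzyme | reagent = Ac-DEVD-pNA substrate, 400 µM as added | times = 1 h enzyme–compound preincubation and 2 h substrate reaction, both 25 °C | benchmarks = low DMSO alone, high DMSO plus 5 µM PC-7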
MEP2-GFP yeast: alters MEP2-GFP fluorescence in TOR pathway yeast screen. S. cerevisiae MEP2-GFP strain, flow cytometry GFP, 3 h; 100% = DMSO control level. GFP response vs DMSO, % at 10 µM. 330,000 tested, 0.51% active. AID 2016;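 active means GFP response versus DMSO above a set limit, roughly screen mean plus 3 SD, cut at about 180% in these data; inconclusive means fewer than 70 cells counted for a yeast strain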;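 further: median GFP fluorescence of the barcode-gated MEP2-GFP cells per well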
Starred values were filed as active, the others as inactive; ? = inconclusive; . = not tested or not shown; [ ] = dose if it differs, or a comment.

Start of the listing, in advance:
SMILES | JMJD2C inh | CR mimetic SO | RPL19A-GFP yeast | proCasp3 act | AHR activator | LAP4 TOR yeast | proCasp7 act | MEP2-GFP yeast
CNS(=O)(=O)c1cccc(C(=O)Nc2cccc(Cl)c2)c1 | -13.4 | 88.4 | 88.9 | 3.5 | 7.6 | 99.0 | 1.1 | 100.0
COc1cc(C2CC(=O)N3CN(c4ccccc4C)CSC3=C2C#N)cc(OC)c1OC (stereo not given) | 21.6 | 86.3 | 109.7 | -26.5 | 2.3 | 105.1 | -22.3 | 108.5

Main list (from the top)
SMILES | JMJD2C inh | CR mimetic SO | RPL19A-GFP yeast | proCasp3 act | AHR activator | LAP4 TOR yeast | proCasp7 act | MEP2-GFP yeast
CNS(=O)(=O)c1cccc(C(=O)Nc2cccc(Cl)c2)c1 | -13.4 | 88.4 | 88.9 | 3.5 | 7.6 | 99.0 | 1.1 | 100.0
COc1cc(C2CC(=O)N3CN(c4ccccc4C)CSC3=C2C#N)cc(OC)c1OC (stereo not given) | 21.6 | 86.3 | 109.7 | -26.5 | 2.3 | 105.1 | -22.3 | 108.5
CC(=O)C1=C(C)OC(N)=C(C#N)C1c1cc([N+](=O)[O-])ccc1Cl (stereo not given) | 11.6 | 92.8 | 96.7 | 8.9 | 2.1 | 102.4 | -2.6 | 90.8
Oc1nc(-c2ccc(Cl)cc2)n2ccncc12 | 29.8 | 107.9 | 94.7 | 9.1 | 2.2 | 99.7 | 0.6 | 94.6
N#Cc1nc(-c2ccccc2Cl)oc1N1CCN(C(=O)c2ccco2)CC1 | -5.0 | 104.4 | 97.6 | 3.8 | 3.7 | 117.0 | 4.2 | 103.1
O=C(COc1ccccc1)Nc1ccc2c(c1)C(=O)N(CC1CCCO1)C2=O (stereo not given) | -3.7 | 104.7 | 96.6 | 0.6 | -2.2 | 106.0 | 3.5 | 100.0
O=C(NC1CCc2ccccc21)C1CCN(S(=O)(=O)c2ccc(Cl)cc2)CC1 (stereo not given) | -9.9 | 105.7 | 99.2 | -0.6 | -0.5 | 94.7 | -5.4 | 104.2
O=C(Oc1ccccc1)N1CCN(c2ccccc2F)CC1 | 3.4 | 95.1 | 107.1 | . | . | 104.8 | . | 116.3
CN1CCN(C(=O)/C=C/c2ccccc2)CC1 | -13.6 | 102.2 | 105.5 | -1.5 | 1.6 | 93.7 | -5.2 | 111.5
CCCCCCOc1ccc(/C(N)=N/O)cc1 | 0.7 | 99.4 | 94.5 | -0.2 | 1.6 | 87.7 | 0.2 | 98.3
O=C(CS(=O)(=O)c1cn(Cc2cccc(F)c2)c2ccccc12)N1CCOCC1 | -1.0 | 87.9 | 97.5 | -3.2 | 18.5 | 101.9 | 9.2 | 103.1
Cc1cccc(-n2nnc(C(=O)Nc3ccc(F)cc3)c2N)c1 | 47.5 | 103.2 | ? | 6.4 | -2.2 | 115.3[may fluoresce red and violet] | -0.5 | ?
Cc1ccc(C)c(S(=O)(=O)N2CCCOC2CNC(=O)C(=O)NCCN2CCOCC2)c1 (stereo not given) | -1.3 | 99.9 | 97.5 | -3.5 | 2.7 | 80.7 | -2.8 | 80.8
Cc1cccc(/C=N/NC(=O)c2ccc3c(c2)OCCO3)c1O | ? | 106.4 | 91.9 | -69.2 | -1.1 | 85.0 | -77.4 | 84.4
Cc1ccc(NC(=O)O/N=C/c2ccc(Br)cc2)cc1 | -8.0 | 96.9 | 100.2 | 8.0 | 3.9 | 95.6 | -11.6 | 106.1
CCCCn1c(=O)[nH]c(=O)c2c1nc(-c1ccc(OCCC)c(OCC)c1)n2CCOC | -23.1 | 100.7 | 142.9 | 2.4 | 0.2 | 99.4 | 3.0 | ?
Cc1nc2nc(SCC(=O)N3CCOCC3)nn2c(C)c1Cc1ccccc1 | -6.7 | 96.5 | 95.7 | 7.7 | 3.2 | 97.0 | 3.1 | 101.2
Cc1ccc(C)c(N2CN(CCC3=CCCCC3)CNC2=S)c1 | . | 103.9 | 93.3 | -2.1 | 0.3 | 102.2 | 7.9 | 90.6
CCOc1ccccc1CN1CCN(C2CCC2)CC1CCO (stereo not given) | ? | 117.0 | 103.2 | 8.1 | -2.3 | 92.1 | -4.0 | 107.4
COCCOC(=O)c1c(NC(=O)CN2CCc3ccccc32)sc(C(N)=O)c1C | 4.1 | 94.3 | 100.9 | 2.5 | -1.6 | 101.0 | 3.8 | 105.0
COc1cnc(-c2ccccn2)nc1Oc1ccc(Cl)c2ccccc12 | -2.7 | 98.0 | 96.1 | 4.8 | 10.3 | 140.4 | -0.9 | 102.3
CCn1c(C)c(C)c2cc(C(=O)NCCc3ccco3)ccc21 | -0.6 | 88.8 | 93.8 | -1.1 | 8.7 | 101.0 | 0.4 | 94.2
Cc1cc2cc(CNC(=O)Cc3ccc([N+](=O)[O-])cc3)ccc2n1C | -4.9 | 77.0 | 107.3 | 3.0 | 0.8 | 98.5 | 4.1 | 111.5
O=C1C2C3CCC(C3)C2C(=O)N1CNc1ccccc1 (stereo not given) | -0.6 | 93.6 | . | 1.8 | 1.0 | . | 1.1 | .
CCN1C(=O)c2ccccc2S(=O)c2ccc(C(=O)NCc3ccccn3)cc21 (stereo not given) | 6.9 | 90.9 | 102.0 | 5.6 | 12.0 | 105.5 | 0.3 | 112.0
Cc1cccc(NC(=O)c2ccc(OCc3c(C)noc3C)cc2)c1 | 7.0 | 99.0 | 97.5 | 5.1 | -4.8 | 106.3 | 7.3 | 102.2
CC(=O)Nc1ccc(SCC(=O)Nc2ccccc2N2CCOCC2)cc1 | 7.9 | 114.8 | 99.1 | 7.8 | -0.3 | 95.3 | -4.8 | 102.4
COc1cccc2cc(C(=O)OC(C)C(=O)c3ccc(C)cc3)c(=O)oc12 (stereo not given) | -2.4 | 105.8 | 94.6 | 1.4 | -0.7 | 81.5 | 2.3 | 80.7
CC(=O)c1ccc(N2CCN(C(=O)CCCc3nc4ccccc4s3)CC2)cc1 | 7.8 | 112.5 | 100.9 | 0.9 | -0.7 | 95.5 | -3.8 | 102.2
CC1CCN(CCNC(=O)C2CCCN(S(=O)(=O)c3cccc4nonc34)C2)CC1 (stereo not given) | 7.9 | 106.0 | 96.7 | -0.5 | 1.7 | 95.2 | -1.1 | 93.9
Cc1cccc(N2CC(C(=O)OCC(=O)Nc3sccc3C(N)=O)CC2=O)c1C (stereo not given) | -3.6 | 111.3 | 104.0 | 4.5 | -0.7 | 95.5 | 1.4 | 109.5
[N-]=[N+]=NC[C@H](Cc1ccccc1)N1CC[C@@H](NC(=O)OCc2ccccc2)CCC1=O | -2.7 | 91.9 | 91.0 | 2.5 | -0.3 | 123.4 | -6.0 | 84.3
COc1c2ccoc2nc2c(OC)c(OC[C@@H](O)C(C)(C)O)ccc12 | . | 87.8 | 97.5 | -0.9 | 5.8 | 94.9 | 12.6 | 92.5
O=C(Nc1cc(S(=O)(=O)Nc2ccccc2Cl)ccc1O)c1ccc(F)cc1F | -5.6 | 81.1 | 101.2 | 4.5 | 4.2 | 103.8 | -1.8 | 120.4
Cc1ccccc1C(=O)NCC(=O)c1ccccc1 | -20.4 | 95.8 | 98.7 | -0.4 | 0.3 | 111.7 | 0.5 | 96.0
COc1cccc2cc(C(=O)OCc3ccccc3)c(=O)oc12 | 7.4 | 99.1 | 92.6 | -2.7 | 22.8 | 83.1 | 6.0 | 92.4
Cc1c(O)c(=O)ccn1C | -20.3 | 89.4 | 90.6 | 4.3 | 0.9 | 98.0 | 1.2 | 94.2
COC(=O)[C@H](C)NC(=O)Nc1ccc(OC)cc1OC | -9.3 | 89.2 | 102.2 | -0.4 | 2.6 | 102.8 | -3.0 | 108.0
COc1ccc(-c2nnc(SCC(=O)N3CCCCC3)o2)cc1OC | 1.8 | 90.8 | 105.1 | 8.0 | -0.3 | 109.5 | 4.9 | 104.7
CC1CC(C)(C)NC(=S)N1CC(=O)N1CCN(Cc2ccccc2)CC1 (stereo not given) | 9.1 | 99.1 | 65.7[may fluoresce violet] | -12.4 | -2.2 | 82.4[may fluoresce violet] | -13.3 | 110.9[may fluoresce violet]
COc1cc(C(=O)NCCSc2ccccc2)cc(OC)c1OC | 9.2 | 89.2 | 100.2 | 0.3 | 12.2 | 98.7 | 4.0 | 105.1
Oc1c(Br)cc(Br)cc1CNc1cccc2cccnc12 | 4.8 | 100.5 | 99.3 | -6.3 | 44.8 | 87.8 | -20.9 | 94.5
Cc1ccc(S(=O)(=O)Cc2ccc(C(=O)NCCCN3CCCC3=O)o2)cc1 | 13.5 | 82.4 | 107.6 | 4.7 | 0.5 | 110.0 | -7.1 | 100.8
O=C(CSc1nnc(-c2ccc3c(c2)OCO3)o1)Nc1c(F)cccc1F | 4.8 | 111.7 | 98.7 | 14.3 | 9.5 | 80.6 | 7.3 | 100.2
Cc1nn(-c2ccccc2)c2sc(C(=O)N3CCCCC3)cc12 | 0.4 | 99.3 | 103.5 | -4.3 | 36.5 | 103.5 | 0.8 | 100.0
CCN1C(=O)c2cccc3c(S(=O)(=O)N4CCNCC4)ccc1c23 | -2.0 | 117.7 | 90.7 | -3.6 | 0.8 | 94.0 | -3.5 | 98.0
CCCCn1c(N)c(N(CCOC)C(=O)c2cc(-c3ccccc3Cl)nc3ccccc23)c(=O)[nH]c1=O | -21.2 | 98.8 | 90.9 | -3.6 | -0.7 | 85.8 | 2.4 | 82.6
COCCOC(=O)c1c(NC(=O)COC(=O)Cc2cccc(OC)c2)sc(C(N)=O)c1C | -0.1 | 94.7 | 96.7 | -1.7 | 5.9 | 95.0 | 4.8 | 99.0
CC(Sc1nn(-c2ccc(F)cc2)c(=S)s1)C(=O)c1c(N)n(C)c(=O)n(C)c1=O (stereo not given) | 8.8 | 104.6 | 97.4 | 2.9 | 2.9 | 100.2 | 15.3 | 102.3
COc1ccc(-c2cc(=O)oc3c(C)c(OCC(=O)N[C@@H](Cc4ccc(O)cc4)C(=O)O)ccc23)cc1 | ? | 101.1 | 102.6 | 1.8 | -0.3 | 102.2 | 0.1 | 113.7
CCN(CC)S(=O)(=O)c1cc(C(=O)n2cccn2)c(Cl)cc1Cl | -4.1 | 110.4 | 114.6 | -8.1 | 0.8 | 84.6 | -7.2 | 90.5
Cc1cc(-c2ccco2)n(CC(=O)NCc2ccco2)n1 | 10.9 | 104.2 | 103.5 | -1.4 | -3.3 | 105.1 | 5.2 | 100.7
Oc1ccc(/C=N/Nc2nccnc2Cl)c(O)c1 | -19.3 | 106.7 | 101.9 | 0.6 | 5.6 | 98.2 | -0.9 | 99.2
NCCCCCc1nnc(SCc2ccc(Cl)cc2Cl)o1 | -3.8 | 90.7 | 106.4 | 17.8 | -1.3 | 96.0 | -6.7 | 104.9
COc1ccccc1NS(=O)(=O)c1ccc(N/N=C/C=C/c2ccccc2[N+](=O)[O-])c([N+](=O)[O-])c1 | -3.2 | 113.2 | 99.5 | -0.9 | 3.5 | 100.5 | 3.4 | 108.2
CCN1CCc2nc3ccccc3c(C(=O)Nc3ccc(NC(C)=O)cc3)c2C1 | 1.0 | 89.7 | 103.4 | 6.3 | 7.8 | 118.1 | 9.5 | 102.8
